Screens from PubChem.
ABHD4 inh = inhibits mouse alpha/beta hydrolase domain 4 | Q8VD66 | purified mABHD4, FP-Rh probe fluorescence polarization | 370,000 compounds, 0.54% hits | inhibition, % at 8.92 µM;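 active means inhibition exceeding the mean over every tested compound plus 3 SD, cut at about 30% in these data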;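 further: 0% = plate median of compound wells and 100% = S159A mutant with DMSO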
Target sequence (Q8VD66 whole entry, looked up, the tested form may be a part): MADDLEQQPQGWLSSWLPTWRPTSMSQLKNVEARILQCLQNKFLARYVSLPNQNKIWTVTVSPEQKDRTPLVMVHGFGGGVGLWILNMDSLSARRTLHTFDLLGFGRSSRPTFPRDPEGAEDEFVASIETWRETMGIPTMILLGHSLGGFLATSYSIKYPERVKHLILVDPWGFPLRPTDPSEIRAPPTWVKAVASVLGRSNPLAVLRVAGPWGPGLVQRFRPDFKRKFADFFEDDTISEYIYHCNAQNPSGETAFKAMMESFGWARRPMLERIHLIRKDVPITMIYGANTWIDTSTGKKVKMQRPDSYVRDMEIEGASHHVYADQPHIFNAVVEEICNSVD
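System: mouse ABHD4 enzyme, wild type / Medium: HEPES pH 7.0, NaCl, Pluronic buffer / Reagent: FP-Rh activity-based fluorescent probe / Control set: S159A mutant high control, sample median low control / Detection: fluorescence polarization with parallel and perpendicular emission, 525/598 nm / Schedule: 45 min + 60 min at 25 °C / Compound dosing: 8.92 µM, single dose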
UHRF1 MBD2 ctr = blocks human UHRF1 binding to methylated DNA; 370,000 compounds, 0.75% hits; AID 687016; Q96T88; UHRF1 binding to methylated oligo, TR-FRET; inhibition, % at 4.4 µM; in the data active means inhibition above about 21%;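 further: UHRF1 SRA domain binding a hemimethylated CpG hairpin DNA probe; 0% = median of test compound wells and 100% = reference inhibitor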
LEDGF integ inh = blocks HIV-1 LEDGF/p75-dependent DNA integration; 370,000 compounds, 0.64% hits; TR-FRET IN-LEDGF/p75 DNA integration, Eu/Cy5; inhibition, % at 3.7 µM;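 active means inhibition above the screen-wide mean plus 3 SD, cut at about 13% in these data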;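 further: signal is the Cy5 over europium emission ratio at 671 and 618 nm; 0% = plate median of compound wells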
MBD2 DNA inh = blocks human MBD2 binding to methylated DNA; Q9UBB5; TR-FRET, MBD2 binding to methylated oligonucleotide; inhibition, % at 4.4 µM; 370,000 compounds, 0.31% hits; AID 686964; in the data active means inhibition above about 13%
HTRA1 inh = HTRA1 (human) protease inhibition; inhibition, % at 5.96 µM; recombinant HTRA1, FP-rhodamine activity-based probe, fluorescence polarization; 340,000 compounds, 0.5% hits; in the data active means inhibition above about 36%;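 further: 0% = enzyme with DMSO and 100% = wells lacking enzyme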
PRMT1 inh = PRMT1 (human) inhibition, primary screen; inhibition, % at 2.79 µM; AID 652257; recombinant PRMT1, activity-based probe fluorescence polarization; 370,000 compounds, 1.3% hits;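 active means inhibition above about 21% made by adding two undisclosed values, limit read from the data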
Target sequence (Q99873 whole entry, looked up): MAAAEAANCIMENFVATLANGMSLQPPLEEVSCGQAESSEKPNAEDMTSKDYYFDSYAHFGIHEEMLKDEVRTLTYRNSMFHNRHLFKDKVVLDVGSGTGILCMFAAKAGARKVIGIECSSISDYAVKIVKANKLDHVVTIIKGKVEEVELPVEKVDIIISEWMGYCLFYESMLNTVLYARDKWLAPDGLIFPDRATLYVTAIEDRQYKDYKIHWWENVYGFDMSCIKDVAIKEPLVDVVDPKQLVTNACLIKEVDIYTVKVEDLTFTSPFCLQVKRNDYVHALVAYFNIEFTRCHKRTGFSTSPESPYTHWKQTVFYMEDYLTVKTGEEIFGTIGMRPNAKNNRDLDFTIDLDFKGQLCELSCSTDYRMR
TCR-CD3 inh = blocks the human TCR-CD3 interaction | 360,000 compounds, 0.37% hits | inhibition, % at 9.4 µM | TAMRA-labeled TCR probe fluorescence, biochemical; in the data active means inhibition above about 19%;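 further: recombinant mutant TCR 2C K166C tagged with TAMRA read by polarization; 0% = receptor in buffer alone and 100% = receptor with positive control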
rCAG binder = binds r(CAG) RNA repeats. inhibition, % at 3 µM. AID 651821. r(CAG) RNA repeat, TO-PRO-1 dye displacement fluorescence. 370,000 compounds, 1.3% hits;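 active means inhibition above the plate cutoff, the mean of all test compounds on that plate plus 3 SD, cut at about 35% in these data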;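 further: 0% = DMSO alone and 100% = 100 µM mitoxantrone as full dye displacement; higher means more dye released from RNA so lower well fluorescence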
PG9 binder = binds the HIV-1 gp120 antibody PG9; TR-FRET gp120-PG9 antibody binding; inhibition, % at 6.7 µM; 360,000 compounds, 0.43% hits; AID 624416; in the data active means inhibition above about 8.5%
Rev-erbA mod = modulators of human Rev-erb alpha DNA binding. P20393. Rev-erbα–FITC-DNA binding, fluorescence polarization, 90 min. activity, % at 10 µM. 370,000 compounds, 0.79% hits. AID 1259318;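 active means activity above about 14%, limit read from the data; passing the limit was not always enough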;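 further: 0% = DMSO wells with 35 nM protein and 100% = DMSO wells with 750 nM protein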
The depositor's hits bear a star; x = no result given; & = joins results of further samples. This is a subset; count on the stated rates, not on these rows.

SMILES	ABHD4 inh	UHRF1 MBD2 ctr	LEDGF integ inh	MBD2 DNA inh	HTRA1 inh	PRMT1 inh	TCR-CD3 inh	rCAG binder	PG9 binder	Rev-erbA mod
CC(=NNC(=O)c1ccncc1)c1ccccc1Cl	5	0	-6	4	6	2	-1	1	0.7	-1
[O-]/C(=C(\C(=S)Nc1cccc2ccccc12)[n+]1ccccc1)c1ccc(Cl)s1	18	-2	-1	-6	-5	7	-5	7	-0.6	3
Nc1cccnc1Oc1ccc(F)cc1F	3	-6	2	-4	0	-3	-3	-1	0.3	8
CCOC(=O)C1(Cc2ccccc2)CCCCCC1=O (stereo unspecified)	1	-3	1	1	2	0	2	0	-0.1	3
CC1=C(C(=O)Nc2cccc(C(=O)NC3CCCCC3C)c2)SCCO1 (stereo unspecified)	-4	1	2	-1	-2	-1	13	-4	-1.8	9
C[C@@H]1CCCCO[C@H](CN(C)C(=O)Nc2cccc3ccccc23)[C@@H](C)CN([C@H](C)CO)C(=O)c2cc(N(C)C)ccc2O1	4	-3	-5	-1	-2	1	1	6	2.5	-7
Cn1cccc1Cc1nnc(SCC(=O)N2CCCC2)n1CCc1ccccc1	-1	-2	0	4	0	-1	3	-6	-1.1	5
Cc1ccc2c(c1)c1c(n2CC(O)Cn2c(C)nc3ccccc32)CCCC1 (stereo unspecified)	6	2	2	3	-2	-4	-5	5	-0.9	-5
Cc1noc(C)c1NC(=O)N1CCN(Cc2ccccc2)CC1	-1	-1	1	-1	2	-3	0	-4	-2.3	4
CC(C)Cc1cc(C(=O)N2CCN(c3ccc(F)cc3)CC2)no1	6	0	-2	-2	-4	-2	-2	-3	0.2	3
CCC(CO)Nc1ccn2nc(-c3cc(OC)c(OC)c(OC)c3)cc2n1 (stereo unspecified)	-2	4	-5	4	x	5	-1	3	-2.1	-2
Cc1nc(SCC(=O)NC2CCCC2)[nH]c(=O)c1Cc1ccccc1	8	-1	2	-4	-4	-2	1	2	-2.4	1
C=CCNC(=O)C(=O)N/N=C/c1ccco1	-5	1	0	0	4	0	6	3	-2.3	-3
COC(=O)CSc1nc2ccccc2o1	2	4	-6	6	-2	0	-3	-3	-0.1	0
COc1cc(OC)cc(C(=O)N[C@H](C(=O)Nc2nc(-c3cc(OC)ccc3OC)cs2)C(C)C)c1	-11	1	-1	1	-76	-3	1	9	0.2	-3
C/C(Cn1nc([N+](=O)[O-])cc1C)=N\NC(=O)c1ccc(O)cc1O	11	-1	-2	-2	3	1	2	7	-2.9	-1
COC(=O)c1ccc(-c2nc(CN3CCCN(C(=O)c4ccco4)CC3)c(C)o2)cc1	-4	-2	3	-5	0	2	10	0	-0.4	-1
CC(=O)c1ccccc1NC(=O)COC(=O)C1CCCN1S(=O)(=O)c1ccccc1F (stereo unspecified)	5	1	5	15*	3	-7	5	0	-0.4	-8
COCCNC(=O)c1cn(C)c2ccc(S(=O)(=O)N3CCCCC3)cc2c1=O	1	0	0	1	0	0	2	1	-0.7	-2
O=C(COc1cccc(Cl)c1)Nc1nc(-c2ccc(S(=O)(=O)N3CCOCC3)cc2)cs1	-43	1	-1	0	-64	-1	6	15	-1.6	4
Cc1cccc(N2C(=O)N3[C@H](c4ccc(Br)cc4)[C@@H]4C(=O)N(C(C)(C)C)C(=O)[C@@H]4[C@]3(C)C2=O)c1	0	-1	0	5	-151	0	-2	1	-1.2	0
COc1ccc(/C(C)=N/N=C(\C)c2ccc(OC)cc2OC)c(OC)c1	-5	0	1	-4	5	-2	9	-4	-0.4	-3
Cc1ccccc1Nc1c(-c2cccnc2)nc2ccccn12	-2	1	2	1	3	2	7	-6	0.3	0
Cc1cc(Cl)c2oc(C(=O)N3CCOCC3)c(C)c2c1	5	-4	1	0	-3	-1	2	3	-0.4	-3
COc1cc(/C=C/C(=O)Nc2nnc(CC(C)C)s2)cc(OC)c1OC	0	3	3	5	4	-2	2	-5	-2.2	0
Cc1ccc(N=C/C(C(=O)C(F)(F)F)=C(\O)c2cccs2)cc1	-2	-4	1	2	-14	1	-2	-4	-0.4	-5
CCn1c(C)c(C)c2cc(C(=O)NCCN3CCOCC3)ccc21	-31	5	-3	0	-2	4	4	-6	-2.4	0
CC(=O)Nc1ccc(NC(=O)CSc2nc(=O)n(Cc3cccnc3)c3c2CCC3)cc1	7	1	-3	4	0	1	1	1	0.7	3
CC1c2ccccc2SC(CCCN(C)C)c2ccccc21 (stereo unspecified)	10	4	-4	-1	3	3	-3	4	1.0	2
O=C(Nc1ccon1)c1csc2ccccc12	-2	3	-2	-1	-3	0	-10	-1	0.3	-2
COc1cc(-c2ccc(N3C(c4ccsc4)=Cc4ccc(F)cc4C3c3c[nH]c4ccc(C#N)cc34)cc2)cc(OC)c1OC (stereo unspecified)	4	-3	-1	-3	x	2	-3	17	1.2	0
Cc1ccc(OCC(=O)N2CCc3ccccc32)c([N+](=O)[O-])n1	3	-3	0	-6	-1	-5	1	1	-0.1	-2
CCOC(=O)C1(CCCc2ccccc2)CCN(C(=O)c2ccoc2)CC1	-7	3	-1	6	-7	2	-16	-9	0.4	2
CCOc1ccc(C(=O)CCC(=O)N(CC)CC(=O)Nc2c(F)cccc2F)cc1	0	3	-2	5	-9	3	-10	9	-1.0	3
CC(=O)c1csc(COc2ccc(Cl)cc2)n1	-2	-1	2	0	-3	-2	-2	-2	-2.4	-2
CS(=O)(=O)c1sc(C(=O)NC(=S)Nc2ccc(OC(F)(F)F)cc2)c2c1C=CCC2	-2	3	6	5	-10	13	-8	21	3.2	-2
CCOC(=O)[C@H](CCc1ccccc1)N[C@@H](C)C(=O)N1CCC[C@H]1C(=O)O	-2	0	2	-4	2&5	-2	4	2	-0.1	2&4
CCCOC(=O)c1ccc(NC(=O)c2c(Cl)ccc(Cl)c2OC)cc1	-28	0	-1	1	-54	0	-7	2	0.8	0
O=S(=O)(Nc1nc2ccccc2s1)c1ccc(Cl)s1	-28	-3	3	-5	-14	-3	10	44*	2.1	1
COCCNC(=O)CSCc1nc(-c2ccc(SC)cc2)oc1C	-5	3	-2	5	4	9	33*	-3	3.0	-2

Overlap with the part before: five compounds; new compounds follow.
SMILES	ABHD4 inh	UHRF1 MBD2 ctr	LEDGF integ inh	MBD2 DNA inh	HTRA1 inh	PRMT1 inh	TCR-CD3 inh	rCAG binder	PG9 binder	Rev-erbA mod
CS(=O)(=O)c1sc(C(=O)NC(=S)Nc2ccc(OC(F)(F)F)cc2)c2c1C=CCC2	-2	3	6	5	-10	13	-8	21	3.2	-2
CCOC(=O)[C@H](CCc1ccccc1)N[C@@H](C)C(=O)N1CCC[C@H]1C(=O)O	-2	0	2	-4	2&5	-2	4	2	-0.1	2&4
CCCOC(=O)c1ccc(NC(=O)c2c(Cl)ccc(Cl)c2OC)cc1	-28	0	-1	1	-54	0	-7	2	0.8	0
O=S(=O)(Nc1nc2ccccc2s1)c1ccc(Cl)s1	-28	-3	3	-5	-14	-3	10	44*	2.1	1
COCCNC(=O)CSCc1nc(-c2ccc(SC)cc2)oc1C	-5	3	-2	5	4	9	33*	-3	3.0	-2
CCCCn1nnnc1C(c1ccccc1)N1CCN(c2ncccc2C(F)(F)F)CC1 (stereo unspecified)	-8	0	-1	3	x	1	-5	0	-1.3	-1
COc1cc(C(=O)Nc2ccc3c(c2)OCCO3)ccc1OC(F)F	-16	3	3	4	-13	6	-11	-1	0.9	-3
CC(C)CN(CC(C)C)C(=O)C12CCC(C)(C(=O)C1)C2(C)C (stereo unspecified)	6	0	1	-2	-4	-1	-1	-9	-0.8	-1
OCCn1c(Cl)nc2ccccc21	-9	1	0	-3	9	0	4	1	-1.9	-7
Cc1cc(C)c(C(=O)/C=C/c2ccco2)c(=O)[nH]1	13	0	5	0	11	11	-3	10	0.4	-6
Cc1ccnc(NS(=O)(=O)c2ccc(N)cc2)n1	2	-1	3	-5	2	-6	-5	1	0.8	-6&2
CC1=NN(C(=O)COc2ccccc2)C(O)(c2cccnc2)C1 (stereo unspecified)	-2	21*	3	0	2	-3	-10	2	-1.9	2
COc1cccc(Cn2cc(COC(=O)NCC(C)C)nn2)c1	0	1	-2	2	x	-1	x	2	x	3
COc1cc(S(=O)(=O)NCC2CCCO2)ccc1Br (stereo unspecified)	-6	3	-2	-2	-9	-1	2	2	-0.8	0
N#CCC(=O)NCC1(c2ccccc2)CCCC1	3	2	-3	-8	-3	1	6	-4	0.2	1
CN(C)CCNC(=O)/C(=C/c1ccc(-c2ccc(Cl)cc2)o1)NC(=O)c1ccccc1	8	2	2	3	2	1	-1	6	-7.4	1
Cc1ccc(C(CC(=O)O)NC(=O)c2ccc(S(=O)(=O)N3CC(C)OC(C)C3)cc2)cc1 (stereo unspecified)	9	1	0	0	6	3	3	7	-1.0	-7
CCOC(=O)C1=C(CNCc2ccccc2Cl)NC(=O)NC1c1cccc([N+](=O)[O-])c1 (stereo unspecified)	-8	-1	0	-2	-12	0	7	1	-2.1	-8
O=C(Cn1c(NCCO)nc2ccccc21)c1ccccc1	2	-1	-1	-3	3	-6	11	-2	-1.2	-2
CCCc1c(NC(=O)Nc2ccc(F)cc2)cnn1-c1ccc(Cl)cc1	0	-2	0	-3	-8	-5	1	-4	-1.6	0
Cc1cccc(N(C(=O)c2csnn2)C(C(=O)NC2CCCCC2)c2ccccn2)c1C (stereo unspecified)	0	0	4	-3	9	-3	1	-5	-0.2	4
COc1cc2c(cc1OC)C1=C(C#N)COCN1CC2	4	-2	1	-7	4	6	4	5	0.8	3
CCOc1cc(N2CCOCC2)c(OCC)cc1NC(=O)CSc1cccc[n+]1[O-]	3	-5	2	-4	4	1	-1	-1	-2.8	-3
Cc1c(NC(=O)c2ccc(Br)s2)c(=O)n(-c2ccccc2)n1C	0	-1	0	1	-3	-1	2	1	-2.7	2
CCCCCC(=O)N1C[C@@H](O)[C@H](n2cc(C3CC3)nn2)C[C@@H]1c1ccccc1	-10	3	4	10	2	9	-3	-1	0.3	3

2 entries from above in a different format:
Every second line gives: ABHD4 inh | UHRF1 MBD2 ctr | LEDGF integ inh | MBD2 DNA inh | HTRA1 inh | PRMT1 inh | TCR-CD3 inh | rCAG binder | PG9 binder | Rev-erbA mod
COC(=O)CSc1nc2ccccc2o1
    2 | 4 | -6 | 6 | -2 | 0 | -3 | -3 | -0.1 | 0
C/C(Cn1nc([N+](=O)[O-])cc1C)=N\NC(=O)c1ccc(O)cc1O
    11 | -1 | -2 | -2 | 3 | 1 | 2 | 7 | -2.9 | -1

(list continues)
SMILES	ABHD4 inh	UHRF1 MBD2 ctr	LEDGF integ inh	MBD2 DNA inh	HTRA1 inh	PRMT1 inh	TCR-CD3 inh	rCAG binder	PG9 binder	Rev-erbA mod
Cc1cc(=O)[nH]c(SCC(=O)O)c1C#N	-1	1	0	-1	9	1	0	5	0.7	0
CSc1ccccc1NC(=O)c1ccc2c(c1)CCN2S(C)(=O)=O	-1	-4	1	0	-1	2	0	-3	-1.5	-5
CCSC1(SCC)N=C(N)C2(C#N)C(c3ccccc3)NC3=C(CCC3)C12C#N (stereo unspecified)	7	2	-5	2	1	11	1	5	-2.7	7
CN1C(=O)NC(NS(=O)(=O)c2ccc(N)cc2)(C(F)(F)F)C1=O (stereo unspecified)	-6	1	0	0	1	0	6	0	1.5	-5
COc1cc(/C=N/NC(=O)c2ccc(CN3c4cccc5cccc(c45)S3(=O)=O)cc2)cc(OC)c1O	2	0	1	-7	x	3	4	22	-2.2	-3
N=C1/C(=C\c2ccc(-c3cccc(Cl)c3)o2)C(=O)N=C2SC=C(c3ccccc3)N12	-22	0	-1	1	-56	1	-6	65*	-0.6	3
